KDM5B inh = KDM5B demethylase inhibition | Q9UGL1 | KDM5B demethylase, FDH-coupled NADH fluorescence (FDH is formaldehyde dehydrogenase) | Potency, µM (top dose mostly 57.7 µM), inactives show top-dose activity change, negative = inhibition, actives largely listed as inhibitors | 220,000 tested, 2.6% active | AID 1347165; active = well fitted inhibition curve with a large enough effect; inconclusive = small, poorly fitted or top-dose-only effect; inactive = no such curve, though single readings can be large or run the other way; also: 0% is about no effect; nearly all actives have a fitted effect of over 70% in size
Target sequence (Q9UGL1 whole entry, looked up): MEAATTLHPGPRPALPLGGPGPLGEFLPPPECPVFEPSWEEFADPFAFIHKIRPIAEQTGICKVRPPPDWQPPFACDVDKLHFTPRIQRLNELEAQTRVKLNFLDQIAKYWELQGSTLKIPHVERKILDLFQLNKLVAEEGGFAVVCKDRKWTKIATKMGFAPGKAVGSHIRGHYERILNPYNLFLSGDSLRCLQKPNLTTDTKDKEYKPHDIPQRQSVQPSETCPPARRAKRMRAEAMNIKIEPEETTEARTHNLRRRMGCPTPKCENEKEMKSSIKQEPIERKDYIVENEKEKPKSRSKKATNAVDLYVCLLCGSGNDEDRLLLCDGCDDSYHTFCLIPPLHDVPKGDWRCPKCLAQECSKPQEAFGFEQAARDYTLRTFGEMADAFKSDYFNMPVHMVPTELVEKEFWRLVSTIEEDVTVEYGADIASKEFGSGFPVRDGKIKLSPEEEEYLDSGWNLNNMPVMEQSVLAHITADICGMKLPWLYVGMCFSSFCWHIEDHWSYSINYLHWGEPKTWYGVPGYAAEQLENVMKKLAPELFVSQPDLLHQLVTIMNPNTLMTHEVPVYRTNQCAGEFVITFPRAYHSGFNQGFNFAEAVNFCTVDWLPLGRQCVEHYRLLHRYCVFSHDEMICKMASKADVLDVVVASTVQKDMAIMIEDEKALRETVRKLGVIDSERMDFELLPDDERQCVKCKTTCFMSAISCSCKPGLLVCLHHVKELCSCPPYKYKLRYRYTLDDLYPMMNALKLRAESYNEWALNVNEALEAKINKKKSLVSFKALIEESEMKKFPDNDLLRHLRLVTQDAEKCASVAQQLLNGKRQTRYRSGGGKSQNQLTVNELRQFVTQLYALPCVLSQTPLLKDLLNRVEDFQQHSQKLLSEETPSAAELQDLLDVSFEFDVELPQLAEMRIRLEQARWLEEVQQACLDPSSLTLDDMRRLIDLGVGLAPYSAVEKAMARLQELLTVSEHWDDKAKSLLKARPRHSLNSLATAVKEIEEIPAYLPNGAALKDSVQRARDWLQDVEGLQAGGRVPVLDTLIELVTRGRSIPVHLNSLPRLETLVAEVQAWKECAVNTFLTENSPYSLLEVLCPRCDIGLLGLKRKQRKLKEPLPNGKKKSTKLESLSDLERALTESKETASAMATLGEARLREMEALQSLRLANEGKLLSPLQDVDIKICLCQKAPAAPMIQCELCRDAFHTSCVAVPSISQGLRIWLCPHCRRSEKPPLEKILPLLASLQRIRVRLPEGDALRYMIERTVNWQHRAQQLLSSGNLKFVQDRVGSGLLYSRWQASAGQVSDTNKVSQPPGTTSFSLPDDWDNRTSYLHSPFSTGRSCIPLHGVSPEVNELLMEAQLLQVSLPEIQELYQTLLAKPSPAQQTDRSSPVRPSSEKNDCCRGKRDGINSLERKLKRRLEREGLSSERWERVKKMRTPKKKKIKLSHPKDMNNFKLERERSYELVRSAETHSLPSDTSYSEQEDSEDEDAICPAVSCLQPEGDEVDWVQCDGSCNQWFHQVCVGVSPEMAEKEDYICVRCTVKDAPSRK
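qHTS format, multiple compound concentrations. Buffer 50 mM HEPES pH 7.5/0.01% Tween-20; 200 nM KDM5BΔAP final; 10 min compound preincubation; substrate-mix levels 12.5 µM peptide, 25 µM α-KG, 0.25 mM NAD⁺; 30 min RT; ΔRFU.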
* hit, by the source's call; ? = inconclusive; [ ] = dose if it differs, or a comment. Potency is read from the fitted curve at half-maximal effect. A portion of the library; rates above refer to the full screens.

no. | Molecule | KDM5B inh
1 | CCCCN(Cc1ccccc1)c1ccc(NS(=O)(=O)c2ccc(CC(C)C)cc2)cc1C(=O)O | -7%
2 | Cc1ccc(-n2ncc(C(=O)Nc3ccc4c(c3)OCCO4)c2C2CCN(C(=O)OC(C)(C)C)CC2)cc1 | -29%
3 | COCCc1noc(CC2CCOC3(CCN(C(=O)NC(C)(C)C)CC3)C2)n1 (stereo not given) | -1%
4 | Cc1ccccc1Nc1c(-c2cccs2)nc2cccc(C)n12 | ?
5 | COc1ccc(CN2CCc3oc(C)c(C(=O)NC4CCN(C)CC4)c3C2)cc1 | -12%
6 | COc1ccc(NC(=O)CC(CC(=O)O)c2cc(OC)c(OC)c(OC)c2)cc1 (stereo not given) | 9%
7 | S=c1[nH]nc(-c2ccc(Cl)cc2)n1-c1cccnc1 | 1%
8 | COc1cc(C(C(=O)NCC2CCCO2)N(C(=O)Cn2nnc3ccccc32)c2ccc(C(C)=O)cc2)ccc1O (stereo not given) | -15%
9 | Cc1nn(Cc2cccc(F)c2)c(C)c1NS(=O)(=O)c1c(C)nn(C)c1C | 11%
10 | CCOc1ccc(C(=O)N2CCC(c3ccncc3)CC2)cc1 | ?
11 | Cc1c(NC(=O)C(C)(C)c2ccccc2)cccc1C(=O)N1CCc2sccc2C1 | 16%
12 | N#Cc1cc2c(=O)n3ccccc3nc2n(-c2nnc(SCc3ccccc3)s2)c1=O | ?
13 | CCN(CC)C(=O)[C@@H]1CCC[C@@H](NC2CCC2)CN(C)C(=O)C1 | 11%[86.2 µM]
14 | COc1ccc(Cn2c(C(=O)O)c(CNCc3ccc(OC)cc3OC)c3ccc(C)cc32)cc1 | -13%
15 | O=C(CSc1nc(C2CC2)nc2ccccc12)Nc1ccccc1 | 24%
16 | COc1cccc(-c2noc(CCC(=O)NCC3CCCO3)n2)c1 (stereo not given) | 20%
17 | O=C1NC2(CCN(C(=O)c3ccccc3F)C2)N=C1c1ccccn1 (stereo not given) | ?
18 | CCNC(=O)N1CCCC1c1noc(COc2ccc(F)cc2)n1 (stereo not given) | 31%[activator]
19 | COc1ccc(C(=O)N2CCC3(CC2)NC(=O)N(Cc2ccc(C)cc2)C3=O)cc1OC | -9%
20 | O=C1COc2ccc(-c3ccc4c(c3)OCO4)nc2CN1Cc1ccc(F)cc1 | 35µM*
21 | O=C(Nc1ccc(F)cc1)C1CCCN(S(=O)(=O)c2ccc(-n3cnnn3)cc2)C1 (stereo not given) | 21%
22 | CCC(=O)Oc1cccc2cc(-c3nc(-c4ccc(OC)cc4)no3)c(=O)oc12 | -1%
23 | Cc1cc(NC(=O)CCc2ncc(-c3ccccc3Cl)o2)ccc1Br | 11%
24 | COc1ccc(-c2cc3nc(N)cc(=O)n3[nH]2)cc1 | ?
25 | Cc1ccc(C)c(NC(=O)Cn2cc(C(=O)C3CCCCC3)c3ccccc32)c1 | 13%
26 | COc1ncccc1-c1cccc(CCOc2cnc3c(ccn3CC(=O)O)c2)c1 | 40µM*
27 | COc1cc(NS(=O)(=O)c2cc(-c3cnc(C4CC4)o3)ccc2C)cc(OC)c1 | -3%
28 | Cc1ccc(-c2nc3sc(CCNC(=O)c4ccco4)c(C)n3n2)cc1 | ?
29 | O=C(Cc1ccc(F)cc1)N1CCN(c2nc3ncccc3o2)CC1 | -90%[86.2 µM]
30 | O=C(Nc1ccc(F)cc1)c1ccc(CSc2ccc(Cl)cc2)o1 | ?
31 | Cc1ncsc1C1N(C2CCN(S(=O)(=O)c3ccccc3)CC2)C(=O)C12CCCC2 (stereo not given) | -8%
32 | CN(C)[C@@H]1C[C@H](CO)[C@@H](O)[C@H]1O | 9%[149 µM]
33 | COc1ccccc1N1CCN(C(=O)CN2C(=O)NC3(CCC(C)CC3)C2=O)CC1 (stereo not given) | -13%
34 | Cc1cc(=O)oc2cc(OCC(=O)Nc3ccc(Oc4ccccc4)cc3)ccc12 | ?
35 | CCOc1cc(=O)n2c(c1C(=O)Nc1ccc(Cl)cc1C)CCCC2 | 2%
36 | COc1ccc(-c2noc(C(=O)O)c2[C@H](C)O)cc1 | 42%[activator][115 µM]
37 | O=C(C1CCc2nnc(-c3ccc(Cl)nc3)n21)N1CCOCC1 (stereo not given) | -10%[149 µM]
38 | O=C(NCCn1cccn1)C1CCC(=O)N(C2CCCCCC2)C1 (stereo not given) | -14%
39 | CCCc1nc2ccccc2n2c(-c3ccc(C)cc3)c3c(=O)n(C)c(=O)n(C)c3c12 | -19%
40 | COc1ccc(OC)c(S(=O)(=O)N2CCCCCCN(C)C(=O)CC2)c1 | -20%
41 | Cc1cc(C(=O)N2CCC(Cc3ccc(C(N)=O)cc3)CC2)nn1C | 9%
42 | CCNC(=O)CC1C(=O)N(c2cccc(C)c2)C(=O)N1CCC(C)C (stereo not given) | 28%
43 | CC(C)Nc1ccc2nnc(-c3ccccn3)n2n1 | ?
44 | CC(C)(Oc1nn(CCN2CCOCC2)c2ccccc12)C(=O)NCc1ccccc1 | -9%[86.2 µM]
45 | COC(=O)C(Cc1ccccc1)NC(=O)CNC(=O)c1ccc(Br)o1 (stereo not given) | 35%
46 | C=CCn1c(SCc2nc3ccccc3c(=O)[nH]2)nc2scc(C3CC3)c2c1=O | -34%
47 | O=C(NC(C(=O)N1CCCCC1)C1CCN(C(=O)CCc2ccccc2)CC1)c1cccs1 (stereo not given) | -3%
48 | COc1ccccc1Cn1c(-c2ccc(Cl)cc2)nc(C)c(CCO)c1=O | -6%
49 | NC(=O)CCN1CCN(S(=O)(=O)c2cc(F)ccc2F)CC1 | -11%
50 | COc1ccc(CNC(=O)c2ccc(CS(=O)(=O)c3ccc(OC)cc3)o2)cc1 | 6%
51 | CC(C)c1ccccc1NC(=S)NNC(N)=O | 2%
52 | O=C(O)CCNC(=O)/C(=C\C=C\c1ccccc1)NC(=O)c1ccccc1 | -8%
53 | O=C(O)c1cccc(Nc2nc3ccccc3nc2NS(=O)(=O)c2ccc(Br)cc2)c1 | ?
54 | CCNC(=O)NCC1CCN(Cc2cc(Cl)cc(Cl)c2)C1 (stereo not given) | -16%
55 | COc1cc(SC)ccc1C(=O)Oc1cccc(F)c1 | -21%
56 | Cc1ccc2c(c1)N1C(=O)OC[C@@H]1CCNC2 | 56%[activator][115 µM]
57 | Cc1ccc(-c2cc(C(=O)Nc3ccc(F)cc3)c3ccccc3n2)o1 | ?
58 | CC(NC(=O)c1ccc(CS(C)(=O)=O)cc1)c1ccccc1F (stereo not given) | 12%
59 | CCN(Cc1nc2ccccc2c(=O)[nH]1)C(=O)CNC(=O)c1ccc(Cl)cc1 | 7%
60 | Cc1cc(CN(C)C(=O)CC(c2ccccc2)c2ccc3c(c2)OCO3)n[nH]1 (stereo not given) | 3%

4 entries from above, as labelled records.
[28] Cc1ccc(-c2nc3sc(CCNC(=O)c4ccco4)c(C)n3n2)cc1
  KDM5B inh: ?
[29] O=C(Cc1ccc(F)cc1)N1CCN(c2nc3ncccc3o2)CC1
  KDM5B inh: -90%[86.2 µM]
[30] O=C(Nc1ccc(F)cc1)c1ccc(CSc2ccc(Cl)cc2)o1
  KDM5B inh: ?
[31] Cc1ncsc1C1N(C2CCN(S(=O)(=O)c3ccccc3)CC2)C(=O)C12CCCC2 (stereo not given)
  KDM5B inh: -8%

Remaining list, next part
no. | Molecule | KDM5B inh
61 | COc1cccc(C(=O)OCc2ccccc2C#N)c1 | 3%
62 | CC(C)c1ccc(NC(=O)COC(=O)C2CCN(c3ccc(C(F)(F)F)cn3)CC2)cc1 | ?
63 | Cc1noc(C)c1C(=O)N1C[C@@H](COc2ccccc2)[C@H](C(N)=O)C1 | -8%
64 | Cn1nnnc1SCC(=O)N1N=C(c2cc3ccccc3o2)CC1c1ccco1 (stereo not given) | -12%
65 | Cc1ccc(-c2ccc(O)cc2)cc1 | -10%
66 | COc1cccc2cc(-c3csc(Nc4ccc(C)cc4)n3)c(=O)oc12 | -2%
67 | COCCNC(=O)NC(=O)CN(C)Cc1cccs1 | 15%
68 | COc1cc2ccccc2cc1C(=O)N1CCN(c2nc3ccc(F)cc3s2)CC1 | ?
69 | Cc1ccc(F)cc1S(=O)(=O)N1CCC(OC2CCN(Cc3ccccc3)CC2)CC1 | 13%
70 | Cc1cc(C)cc(C(=O)N2CCc3[nH]nc(C(=O)N(C)C)c3C2)c1 | 11%
71 | COc1ccc(CCn2c(N3CCN(Cc4ccccc4)CC3)nc3c2c(=O)[nH]c(=O)n3C)cc1 | 16%
72 | COC(=O)[C@@H](NC(=O)c1cnc(C)cn1)C(C)C | 23%
73 | O=C(O)[C@@H]1CCCC[C@@H]1C(=O)N1CCOCC1 | 1%
74 | COc1ccc(-c2nc(C#N)c(NCCc3ccccc3)o2)cc1 | ?
75 | O=C(O)[C@H]1C[C@H](C(=O)NCc2ccncc2)CN(C(=O)C2CCCC2)C1 | 8%
76 | CCCNC(=O)CNC(=O)c1ccc(NC(=O)C2CC2)s1 | -6%
77 | COCCOc1ccc2c(n1)CCN(C(=O)CC1CCCC1)C2 | -3%
78 | Cc1c(C(=O)Nc2ccc(F)cc2F)nnn1-c1ccccc1Br | -6%
79 | Cc1ccc2c(=O)cc(C(=O)N(Cc3ccc(Cl)cc3)Cc3ccco3)oc2c1 | -8%
80 | O=C(CC1NCCNC1=O)Nc1ccccc1F (stereo not given) | ?
81 | Cc1ccc(C)c(CS(=O)Cc2cccc(C(F)(F)F)c2)c1 (stereo not given) | 18%
82 | CCN(CC(=O)Nc1cc(Cl)ccc1C)C(=O)COc1cccc2c1OC(C)(C)C2 | -5%
83 | Cc1cccc(-c2ccc3c(c2)C(=O)N2CC[C@H](NC(=O)NC(C)C)C[C@H]2C(=O)N3)c1C | ?
84 | Cc1ccccc1-n1ccnc1SCC(=O)c1ccc(F)c(F)c1 | 2%
85 | O=C(CCC1CCCC1)N(Cc1ccncc1)C1CC1 | 19%
86 | Cc1oc(-c2cccs2)nc1C(=O)NCC(C)(C)N1CCOCC1 | ?
87 | Cn1ccnc1CN1CCOc2cc([S+](=O)([O-])Nc3ccccc3)ccc2C1 | 3%[86.2 µM]
88 | O=S(=O)(c1cccs1)N1CCC(c2nc(CCOc3ccc(F)cc3)no2)C1 (stereo not given) | -1%
89 | Cc1cc(/C=N/NC(=O)c2ccc(O)cc2)c(C)n1CC(C)C | ?
90 | Cc1ccc2nc(Cl)c(C3CC(c4ccco4)=NN3S(C)(=O)=O)cc2c1 (stereo not given) | ?
91 | O=C1c2c(nc(CNc3cccc(F)c3)n2Cc2ccccc2)NCCN1CCN1CCCCC1 | ?
92 | O=C(NC1CC1)c1cnn2ncccc12 | 32µM*
93 | COc1ccc(-c2c(C)c3ccc(OS(C)(=O)=O)cc3oc2=O)cc1 | ?
94 | COc1ccc(C(=O)OCCN2CCN(C3CN(Cc4cn(Cc5ccccc5C(F)(F)F)nn4)S(=O)(=O)C3)CC2)cc1OC (stereo not given) | 10%
95 | COc1ccccc1N1CCN(S(=O)(=O)c2c(C)sc3ncn(CC(=O)N(C)c4ccc(Cl)cc4)c(=O)c23)CC1 | -1%
96 | COc1cc(NC(=O)c2cccnc2)c(Cl)cc1NC(=O)c1ccc(Cl)cc1 | ?
97 | O=C(c1ccc2c(c1)OCO2)N1CCN(c2cc(-c3ccc(F)cc3)[nH]n2)CC1 | -17%
98 | CCN(CC)C(=O)c1cc2c(=O)n3cccc(C)c3nc2s1 | ?
99 | COc1ccc(CNC(=O)COCc2cc(-c3cccs3)on2)cc1 | -8%
100 | O=C(Nc1ccc2c(c1)OCCO2)N1CCCC(Cn2cnc3cccnc32)C1 (stereo not given) | 13%
101 | CN1C(=O)C2(CCN(C(=O)c3ccnn3C)CC2)c2ccccc21 | 2%
102 | NCCCCCC(N)(C(=O)O)c1ccccc1 (stereo not given) | 9%
103 | CCOc1ccccc1NC(=O)c1c(NC(=O)c2ccccc2)sc2c1CCCC2 | 6%
104 | O=C(CC(c1ccccc1)c1ccc2c(c1)OCO2)N1CCSCC1 (stereo not given) | -23%
105 | Cc1oc2ccn(Cc3cccc(F)c3)c(=O)c2c1C(=O)NC1CCCC1 | -13%

A draw from above in order of molar mass, smallest number first:
no. | Molecule | KDM5B inh
98 | CCN(CC)C(=O)c1cc2c(=O)n3cccc(C)c3nc2s1 | ?
96 | COc1cc(NC(=O)c2cccnc2)c(Cl)cc1NC(=O)c1ccc(Cl)cc1 | ?
91 | O=C1c2c(nc(CNc3cccc(F)c3)n2Cc2ccccc2)NCCN1CCN1CCCCC1 | ?

The list goes on.
no. | Molecule | KDM5B inh
106 | O=C(COC(=O)c1ccc(S(=O)(=O)N2CCCCCC2)cc1)Nc1ccc(Cl)cn1 | 3%
107 | O=C(NC1C[C@H]2CC[C@@H](C1)N2C(=O)Cc1cccc(F)c1)c1ccncc1 (stereo not given in full) | 7%
108 | CC(C)Cn1nc(C(=O)Nc2nc3c(s2)CN(Cc2ccccc2)CC3)c2ccccc2c1=O | ?
109 | COc1ccc2cc(C(=O)NCc3ccc4c(c3)CCN4C(=O)c3ccc(F)cc3)[nH]c2c1 | -15%
110 | O=C(C1CCN(c2nc(-c3ccccc3)nc3c2CCC3)CC1)N1CCC[C@H]1CO | 9%
111 | O=C(c1ccc(Br)cc1)N1CCN(c2cc(-c3ccccc3)[nH]n2)CC1 | -29%
112 | CCOC(=O)NNC(=O)CCn1c2c(c3ccccc31)CCCC2 | -3%
113 | Cc1ccc2oc(-c3ccc(NC(=O)c4ccc5c(c4)OCO5)cc3)nc2c1 | -11%
114 | COc1ccc(C(=O)CSc2nnc(-c3cc4cc(Cl)ccc4o3)n2C)cc1 | -2%
115 | N#Cc1cccc(CN[C@@H]2CO[C@H](CNC(=O)c3ccncc3)[C@H]2O)c1 | -6%[86.2 µM]

Screening results deposited in PubChem BioAssay by National Center for Advancing Translational Sciences (NCATS).
